RXFP1 antag = antagonists of human relaxin receptor RXFP1. hit rate 0.59% among 350,000. HEK293-RXFP1, relaxin-stimulated cAMP HTRF, 30 min; hits give low values. Q9HBX9. activity change, negative = inhibition, % at 57.5 µM. AID 1259400;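 active = activity change of -60% or lower, but not beyond a set lower limit; inconclusive = change between -60% and -40%, or beyond the set limit; inactive = change above -40%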; note: % is set by controls: 0 for no effect and ±100 for the full control effect
D1 potentiator = human D1 dopamine receptor positive modulation; P21728; potentiation, % at 10 µM; hit rate 0.036% among 360,000; HEK293 TREx D1 cells, calcium flux, dopamine EC20 potentiation; in the data active = potentiation above about 30%; note: 0% is about no effect
Target sequence (P21728 whole entry, looked up): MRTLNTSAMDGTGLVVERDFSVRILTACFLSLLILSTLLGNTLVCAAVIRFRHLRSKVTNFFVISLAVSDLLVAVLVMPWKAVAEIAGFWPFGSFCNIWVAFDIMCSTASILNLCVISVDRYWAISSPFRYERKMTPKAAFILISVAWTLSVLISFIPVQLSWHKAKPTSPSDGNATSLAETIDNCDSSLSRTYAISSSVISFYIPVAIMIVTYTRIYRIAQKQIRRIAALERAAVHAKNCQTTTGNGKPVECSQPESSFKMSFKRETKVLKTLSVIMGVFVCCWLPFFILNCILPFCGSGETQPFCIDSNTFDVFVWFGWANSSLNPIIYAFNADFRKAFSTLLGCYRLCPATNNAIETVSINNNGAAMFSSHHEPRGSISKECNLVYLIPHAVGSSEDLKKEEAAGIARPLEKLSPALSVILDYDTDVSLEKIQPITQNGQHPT
TRHR enhancer = allosterically enhances the human TRH receptor; P34981; AID 493056; hit rate 0.66% among 360,000; enhancement, % at 2 µM; TRHR cells, fluo-8 calcium fluorescence, EC20 TRH enhancement; in the data active = enhancement above about 30%; note: 0% is about no effect
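TRHR-expressing cells loaded with fluo-8 calcium dye were read kinetically (ex 480/em 530) during compound addition, then stimulated with an EC20 of TRH (10 nM final). Enhancement of the Gq-mediated intracellular calcium response was scored.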
D1 antag = antagonists of human D1 dopamine receptor; P21728; HEK293 TREx D1 cells, calcium flux, dopamine EC80; hits give low values; activity change, negative = inhibition, % at 10 µM; hit rate 3.2% among 360,000; in the data active = activity change below about -30%; note: % is set by controls: 0 for no effect and ±100 for the full control effect
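Calcium flux readout: force-coupled, inducible Hek293 Trex D1 line, cells induced overnight at 30 C with tetracycline, dye-loaded 30–90 min at RT. Antagonism scored against EC80 dopamine challenge given 180 s after compound.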
D2 potentiator = positively modulates the human D2 dopamine receptor allosterically. HEK293 T-REx D2, calcium flux, EC20 dopamine potentiation. P14416. potentiation, % at 10 µM. hit rate 0.34% among 340,000;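 active = potentiation over 3 SD above the plate norm, cut at about 30% in these data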; note: 0% is about no effect
Target sequence (P14416 whole entry, looked up): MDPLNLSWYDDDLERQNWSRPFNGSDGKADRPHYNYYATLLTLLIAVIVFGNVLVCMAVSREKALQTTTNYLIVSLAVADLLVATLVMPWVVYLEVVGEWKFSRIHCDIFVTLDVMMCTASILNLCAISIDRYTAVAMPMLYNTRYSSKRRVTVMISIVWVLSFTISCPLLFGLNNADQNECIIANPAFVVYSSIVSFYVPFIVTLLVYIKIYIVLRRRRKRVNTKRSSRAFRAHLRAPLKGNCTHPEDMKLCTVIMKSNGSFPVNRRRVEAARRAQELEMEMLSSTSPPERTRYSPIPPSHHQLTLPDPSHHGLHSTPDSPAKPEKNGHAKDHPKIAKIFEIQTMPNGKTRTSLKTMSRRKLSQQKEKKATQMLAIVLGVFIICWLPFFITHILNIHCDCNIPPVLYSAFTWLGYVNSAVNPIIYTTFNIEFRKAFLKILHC
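Primary screen. Calcium kinetics in induced HEK293 T-REx D2 cells: compound pre-addition 180 s, EC20 dopamine, 180 s more.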
Apoferritin bind = binds horse apoferritin like a general anesthetic | hit rate 0.074% among 350,000 | apoferritin/1-aminoanthracene competitive binding, fluorescence | Potency, µM (top dose mostly 77.5 µM), for inactives: top-dose activity change, negative = displacement, usual class: inhibitors | AID 485281 | P02791; note: potency is the fitted concentration of half-maximal effect; % is set by controls: 0 for no effect and ±100 for the full control effect; nearly all actives have a fitted effect of over 20% in size
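Apoferritin-based anesthetic binding model; compound displacement of fluorescent 1-AMA measured as endpoint fluorescence after 10 minutes at room temperature, scaled to free-ligand and complex controls.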
D1 agonist = human D1 receptor agonism; P21728; HEK293 T-REx D1 cells, calcium flux, agonist mode; activation, % at 2 µM; hit rate 1% among 360,000; in the data active = activation above about 30%; note: 0% is about no effect
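Agonism was scored from calcium flux recorded over 180 s (1 read/s) after pintool compound addition, following a 10-cycle baseline. Cells were inducible force-coupled HEK293 TREx D1, plated overnight at 30 C and loaded with no-wash calcium dye.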
RXFP1 ag = agonists of human relaxin receptor RXFP1; AID 2676; hit rate 0.3% among 370,000; Potency, µM (titrated, usually from 57.5 µM), for the others: at the top dose activation, most hits filed as activators; Q9HBX9; HEK293T-RXFP1 cAMP TR-FRET, 30 min; response scale: percent of porcine relaxin response, buffer zero; note: potency is the fitted concentration of half-maximal effect; % is set by controls: 0 for no effect and ±100 for the full control effect; nearly all actives have a fitted effect of over 60% in size; many of its hits are not listed in these tables
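cAMP rise read by TR-FRET after 30 min, 37C compound exposure (up to 58 uM) in RXFP1-transfected HEK293 cells with Ro 20174 present. EC50 from Hill-equation fits, with 29 nM porcine relaxin as 100% and buffer as basal.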
TRHR ag = agonists of human TRH receptor. P34981. TRHR cells, calcium flux fluo-8, FDSS agonist mode. activation, % at 2 µM. hit rate 0.18% among 360,000. AID 493084; in the data active = activation above about 30%; note: 0% is about no effect
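In this calcium-flux screen, cells bearing human TRHR are dye-loaded with fluo-8, baselined for 10 cycles, then exposed to library compounds; positive kinetic calcium responses during the agonist phase mark hits, with TRH as control.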
The depositor's hits bear a star; ? = inconclusive; · = not tested or not shown; [ ] = another dose, or the depositor's remark. Unless noted, calls come from the whole dose curve; as a rule, active = well fitted curve in the direction sought with a large enough effect; inconclusive = small, poorly fitted or top-dose-only effect, or another doubt; inactive = no such curve, though single readings can be large; an effect the other way counts as inactive or inconclusive. A portion of the library (hit frequency here may not be typical).

RXFP1 antag,D1 potentiator,TRHR enhancer,D1 antag,D2 potentiator,Apoferritin bind,D1 agonist,RXFP1 ag,TRHR ag,SMILES
·,1,-1,13,-4,-10%,1,3.0%,0.2,Cc1[nH]c2ccccc2c1C(=O)CSC(=S)N(C)C
-2,-4,-2,1,12,-21%,2,2.4%,0.5,CCOC(=O)Cc1nnc(NC(=O)CSc2ncc(-c3ccccc3)nn2)s1
5,-8,-2,-29,-26,-7%,12,1.3%,1.0,O=C(NC1CCCN(CCc2ccccc2)C1)c1c[nH]c2ccccc12 (stereo not drawn)
-3,-7,-5,-8,2,-1%,1,0.4%,0.0,COc1cc2ccccc2cc1C(=O)O
-3,-6,54*,-5,-23,-6%,2,-0.9%,0.4,OCCC1CN(Cc2cc3c(cc2Cl)OCO3)CCN1C1CCCC1 (stereo not drawn)
4,1,-1,-2,10,-13%,0,2.2%,-0.1,CCOc1ccc(NC(=O)c2ccco2)c([N+](=O)[O-])c1
-1,-5,5,-8,16,-13%,2,-0.1%,-0.2,COc1ccc(-c2nnn(CC#N)n2)cc1OC
5,1,-4,3,-5,-7%,1,0.6%,0.9,Cc1ccc(-c2noc(CCCC(=O)N3CCOCC3)n2)cc1
2,-2,-6,0,2,·,2,-2.0%,0.5,CC(NC(=O)c1cc(S(=O)(=O)N2CCCC2)ccc1Cl)c1ccccn1 (stereo not drawn)
-1,-6,-8,11,-12,·,12,1.7%,0.9,CC(OC(=O)CC1CC2CCC1C2)C(=O)Nc1ccc(C(N)=O)cc1 (stereo not drawn)
5,5,3,18,4,-8%,1,-3.6%,-0.3,COC(=O)c1ccccc1NC(=O)[C@H]1O[C@@H]2OC(C)(C)O[C@@H]2[C@H]2OC(C)(C)O[C@H]21
-3,8,17,40,1,-5%,5,0.7%,0.3,Cc1cccc(N=Nc2c(C)[nH]n(-c3ccccc3)c2=O)c1
-1,-10,-3,0,-4,3%,4,1.9%,-0.7,Cc1ccc(C(=O)NC(NCc2ccccc2)C(Cl)(Cl)Cl)cc1 (stereo not drawn)
0,-8,4,-15,14,·,3,0.3%,0.1,O=C(COC(=O)c1cccc(-n2cnnn2)c1)c1ccc(F)cc1
-22,1,1,2,3,-8%,3,3.7%,0.0,O=C(NC1CCCCC1)Oc1cc2oc(=O)sc2cc1Br
17,-11,6,1,13,-8%,2,2.8%,0.3,CCCCN1C(=O)CC(Sc2ncccc2C(=O)O)C1=O (stereo not drawn)
·,2,5,-12,2,0%,4,3.1%,-0.2,CCOc1ccc(CCN2C(=O)C3C4C=CC(C4)C3C2=O)cc1OCC (stereo not drawn)
-8,-2,16,-38*,21,-6%,70*,1.9%,-0.7,O=C(c1cccs1)c1ccc(-c2cccs2)s1
-15,1,-4,-20,-13,-5%,0,1.6%,0.0,CC(=O)c1cccc(NC(=O)Cn2cnc(S(=O)(=O)N3CCc4ccccc43)c2)c1
6,4,10,-17,11,·,1,1.0%,1.0,CCCCn1c(N)c(N(CCOC)C(=O)COC(=O)COc2cc(C)ccc2Cl)c(=O)[nH]c1=O
-3,-2,4,3,3,-9%,0,4.8%,-0.3,Cc1cc(C(F)F)n2nc(C(=O)Nc3sc4c(c3C(N)=O)CCC4)nc2n1
-6,3,3,-4,15,5%,3,6.0%,-1.3,CCOC(=O)c1nc(-c2ccccc2)sc1C(C)=O
4,-9,-5,-4,0,·,1,1.8%,0.0,CCN(CC)S(=O)(=O)c1cc(NC(=O)COC(=O)C2CCC2)ccc1C
-9,-12,2,-3,·,-3%,2,-0.2%,0.1,COc1cc(C(=O)Nc2sc3c(c2C(=O)O)CCC(C)C3)cc(OC)c1OC (stereo not drawn)
6,0,3,-6,4,4%,2,2.3%,1.7,CC(=O)n1cc(/C=N/NC(=O)c2sc(C)nc2C)c2ccccc21
9,0,-2,-14,-11,-2%,1,-0.4%,0.3,COc1cccc(CN2C(=NC(=O)C3CC3)SC3CS(=O)(=O)CC32)c1 (stereo not drawn)
-7,4,24,-2,22,-6%,4,2.4%,-0.1,O=[N+]([O-])c1cccn2cc(-c3ccc(Br)cc3)nc12
-37,-4,-9,-23,3,?,19,1.1%,7.2,CC(C)COc1ccc(C(=O)CCN2CCCCC2)cc1
6,-5,-8,-3,·,0%,1,0.9%,0.4,CCN1C(=O)C(CC(=O)NCCc2ccccc2)N(NC(=O)c2cccnc2)C1=S (stereo not drawn)
-1,0,-2,-4,10,12%,1,-1.8%,-0.7,Cc1ccc(S(=O)(=O)N(CC(=O)NCc2ccco2)C2CCCCC2)cc1

3 compounds out of the list above, ordered by the value under D1 agonist, rising.
SMILES | D1 agonist
Cc1cc(C(F)F)n2nc(C(=O)Nc3sc4c(c3C(N)=O)CCC4)nc2n1 | 0
CCN1C(=O)C(CC(=O)NCCc2ccccc2)N(NC(=O)c2cccnc2)C1=S (stereo not drawn) | 1
COc1cc(C(=O)Nc2sc3c(c2C(=O)O)CCC(C)C3)cc(OC)c1OC (stereo not drawn) | 2

Back to the main list; the two compounds before the break are reprinted first.
RXFP1 antag,D1 potentiator,TRHR enhancer,D1 antag,D2 potentiator,Apoferritin bind,D1 agonist,RXFP1 ag,TRHR ag,SMILES
6,-5,-8,-3,·,0%,1,0.9%,0.4,CCN1C(=O)C(CC(=O)NCCc2ccccc2)N(NC(=O)c2cccnc2)C1=S (stereo not drawn)
-1,0,-2,-4,10,12%,1,-1.8%,-0.7,Cc1ccc(S(=O)(=O)N(CC(=O)NCc2ccco2)C2CCCCC2)cc1
-8,1,-4,1,-1,-8%,5,0.9%,0.4,COc1ccccc1Oc1ccc(S(=O)(=O)N2CCCCC2)cc1NC(=O)CCNC(C)=O
-4,-1,-3,-5,-4,-3%,4,0.6%,0.0,O=C(CS(=O)(=O)c1c[nH]c2ccccc12)N1CCCCCC1
-4,-3,-2,5,15,-16%,-2,0.2%,-0.1,Cc1ccccc1CC(=O)NC1CCCCCC1
15,3,4,-4,1,2%,-1,0.0%,0.6,Cc1ccc(-n2nc(CC#N)c(C#N)c2N)cc1
-15,-3,1,-21,6,-10%,3,0.9%,0.1,O=C(COC(=O)C1CCCCC1)Nc1ccc(S(=O)(=O)N2CCOCC2)cc1
1,-4,1,0,4,-7%,1,1.3%,0.4,C=CCNC(=S)NC1CC(C)(C)NC(C)(C)C1
-73*,-1,-2,-3,-3,-14%,1,5.7%,-0.7,CC(C)CCNC(=O)c1ccc(Cn2c(=S)[nH]c3ccccc3c2=O)cc1
-9,-9,-4,-10,2,-1%,3,-0.1%,0.1,COc1ccc(NC2=C(C)C(=O)CC2)cc1
6,-3,-17,-20,-2,-7%,8,-2.8%,-3.3,CCOc1ncccc1C(=O)OCC(=O)Nc1cc(S(=O)(=O)N2CCOCC2)ccc1C
·,-2,-8,-3,3,-18%,5,0.2%,1.3,CCOC(=O)c1c(-c2ccccc2)oc2ccc(N(C(C)=O)S(=O)(=O)c3cc(C)ccc3C)cc12
-6,3,10,4,-8,-3%,2,0.8%,0.2,CCN(CC)C(=O)CN(c1ccc2c(c1)OCO2)S(C)(=O)=O
-5,-2,1,9,-6,8%,2,-0.1%,1.1,NS(=O)(=O)c1ccc(CCNC(=O)CSc2nc3ccsc3c(=O)n2CC(=O)O)cc1
-2,-6,1,-4,8,-20%,3,0.4%,0.4,O=C(OCn1nnc2ccccc2c1=O)c1cn(-c2ccccc2)nc1-c1cccnc1
-3,-1,3,-14,3,-2%,7,3.3%,-0.6,COc1ccc(CNC(=O)CCNS(=O)(=O)c2ccc(Cl)cc2)cc1
3,-2,-2,-2,0,943%[activator],27,8.8%,9.7,COc1cc(OC)c(NC(=O)c2sc3nc4n(c(=O)c3c2C)CCCC4)cc1Cl
-19,-4,-4,-4,-1,-11%,1,5.7%,0.2,CCOc1ccc(NC(=O)CN(C)CC(=O)Nc2ccc(F)c(F)c2F)cc1OCC
-16,5,16,15,12,-18%,-1,-2.4%,-0.5,COC(=O)[C@H](C)NC(=O)Nc1cc(Cl)ccc1C
-33,1,2,-5,4,-11%,2,2.6%,0.4,Cc1cccc(C)c1OCC(=O)N1CCC(c2nc3ccccc3o2)CC1
8,-7,2,-29,·,?,1,-0.3%,0.6,CCOC(=O)c1c(C)oc2c1c(C(c1ccncc1)N1CCOCC1)c(O)c1ccccc12 (stereo not drawn)
-26,5,-9,-7,-2,8%,4,5.2%,0.4,Cc1ccc(-c2nnc(Nc3ccc(CC(N)=O)cc3)c3ccccc23)cc1
17,2,0,-3,-6,·,8,0.1%,-0.9,O=C(COc1ccccc1)NC1CCSc2ccccc21 (stereo not drawn)
1,-7,4,-11,-1,2%,4,1.4%,-1.7,COc1ccc(CNC(=O)c2cc(-c3ccccc3O)n[nH]2)cc1
1,-6,3,4,3,?,7,-0.3%,-0.2,CN(C)c1ccc(S(=O)(=O)NCC(=O)OCC(=O)Nc2cccc(Cl)c2)cc1[N+](=O)[O-]
2,0,-7,2,-3,0%,2,0.1%,-0.3,O=C(/C=C/c1cccc([N+](=O)[O-])c1)N(c1ccccn1)c1ccccn1
-9,-2,-8,-14,-2,-6%,1,2.5%,0.2,COc1ccc(-c2cnn3c4c(c(C)nc23)CCN4C2CCCC2)cc1OC
-16,-9,5,0,-7,?,21,2.4%,1.1,COc1ccc(/C=C2/SC(=S)N(CCCC(=O)N3CCN(C)CC3)C2=O)cc1
-3,-5,11,-17,21,90%[activator],4,0.9%,-1.0,CCOC(=O)C1CCCN(C(=O)Cn2ncc3c4ccccc4n(Cc4ccc(F)cc4)c3c2=O)C1 (stereo not drawn)

Screening data from PubChem.
